Bioassay records deposited in PubChem BioAssay by National Center for Advancing Translational Sciences (NCATS).
Apoferritin bind: qHTS Assay for Identification of Novel General Anesthetics; apoferritin/1-aminoanthracene competitive binding, fluorescence; Potency, µM (highest dose often 77.5 µM), without a hit: top-dose activity change, negative = displacement, actives largely listed as inhibitors; actives 0.074% (n = 350,000); AID 485281, 2010; also: potency is read from the fitted curve at half-maximal effect; % is scaled to controls: 0 for no effect and ±100 for the full control effect; nearly all actives have a fitted effect of over 20% in size
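Horse-spleen apoferritin (10 uM) was mixed with 50% saturated 1-aminoanthracene in PBS, exposed to compounds for 10 min at room temperature, and read for fluorescence (ex 380 nm, em 535 nm). Competitive displacement was fitted with a four-parameter Hill equation.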
LDHA block: qHTS assay for inhibitors of human lactate dehydrogenase; L-lactate dehydrogenase A chain (Homo sapiens), P00338; purified LDHA, NADH/diaphorase-resazurin fluorescence; hits give low values; activity change, % (values are at about 110 or 230 µM); actives 0.15% (n = 480,000); in the data active = activity change below about -30%; inconclusive = mostly about -25% to -30%;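 also: plate controls were DMSO wells for no effect and wells without enzyme for full effect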
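Remaining NADH was detected by diaphorase (0.133 mg/mL) converting 37 µM resazurin to fluorescent resorufin, read at 0 and 20 minutes. The preceding 5-minute room-temperature reaction used 2 nM LDHA, 0.2 mM sodium pyruvate and 0.06 mM NADH at pH 7.4.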
APE1 inh: qHTS Assay for Inhibitors of the Human Apurinic/apyrimidinic Endonuclease 1 (APE1); DNA repair nuclease/redox regulator APEX1 (Homo sapiens), P27695; recombinant APE1, TAMRA/BHQ-2 abasic DNA cleavage fluorescence; Potency, µM (top dose mostly 65.8 µM), inactives show at the highest dose activity change, negative = inhibition, most hits filed as inhibitors; actives 0.35% (n = 350,000);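 also: potency is read from the fitted curve at half-maximal effect; plate controls were vehicle for no effect and reference inhibitor for full effect; nearly all actives have a fitted effect of over 55% in size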
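Readout is kinetic fluorescence (ex 525, em 598 nm) from cleavage of 50 nM TAMRA/BHQ-2 THF abasic duplex by 0.75 nM APE1, compound added 15 min beforehand at RT.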
POLI inh: qHTS for Inhibitors of Polymerase Iota. Pol iota fluorescent replication assay, 10 min. actives 1% (n = 390,000). AID 588590, 2011. Potency, µM (highest dose often 115 µM), for inactives: at the highest dose activity, negative = inhibition, usual class: inhibitors; also: potency is read from the fitted curve at half-maximal effect
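Fluorescent replication assay read twice, at 0 min and 10 min after adding 50 nM (final) substrate. Enzyme (10 nM) and compounds were first incubated 15 min at room temperature; enzyme-free buffer wells were negative controls.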
POLH inh: qHTS for Inhibitors of Polymerase Eta; DNA polymerase eta (Homo sapiens), Q9Y253; Potency, µM (series often up to 114 µM), inactives show top-dose activity change, negative = inhibition, actives largely listed as inhibitors; actives 1.2% (n = 390,000); recombinant Pol eta, fluorescent DNA replication assay; also: potency is read from the fitted curve at half-maximal effect; % is scaled to controls: 0 for no effect and ±100 for the full control effect
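Pol eta (10 nM) was preincubated with compounds for 15 min at room temperature, after which fluorescent replication substrate (50 nM final) was added to start the reaction. Fluorescence was read kinetically at 0 and 10 min.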
POLK inh: qHTS for Inhibitors of Polymerase Kappa | DNA polymerase kappa (Homo sapiens), Q9UBT6 | purified Pol kappa, fluorescent DNA synthesis assay, 10 min | Potency, µM (highest dose often 107 µM), inactives show at the highest dose activity, negative = inhibition, usual class: inhibitors | actives 0.53% (n = 400,000); also: potency is read from the fitted curve at half-maximal effect; % is scaled to controls: 0 for no effect and ±100 for the full control effect
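First, compounds were pin-transferred onto 10 nM Pol kappa. After 15 min at room temperature, substrate was added to 50 nM final. Fluorescence was then measured kinetically at 0 and 10 min.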
BLM helicase inh: qHTS Assay for Inhibitors of Bloom's syndrome helicase (BLM); RecQ-like DNA helicase BLM (Homo sapiens), P54132; recombinant BLM DNA unwinding, fluorescence dequenching; Potency, µM (titrated, usually from 56.1 µM), for inactives: at the highest dose activity change, negative = inhibition, most hits filed as inhibitors; actives 0.2% (n = 350,000);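 also: potency is read from the fitted curve at half-maximal effect; plate controls were vehicle for no effect and no enzyme for full effect; nearly all actives have a fitted effect of over 35% in size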
Target sequence (P54132 whole entry, looked up): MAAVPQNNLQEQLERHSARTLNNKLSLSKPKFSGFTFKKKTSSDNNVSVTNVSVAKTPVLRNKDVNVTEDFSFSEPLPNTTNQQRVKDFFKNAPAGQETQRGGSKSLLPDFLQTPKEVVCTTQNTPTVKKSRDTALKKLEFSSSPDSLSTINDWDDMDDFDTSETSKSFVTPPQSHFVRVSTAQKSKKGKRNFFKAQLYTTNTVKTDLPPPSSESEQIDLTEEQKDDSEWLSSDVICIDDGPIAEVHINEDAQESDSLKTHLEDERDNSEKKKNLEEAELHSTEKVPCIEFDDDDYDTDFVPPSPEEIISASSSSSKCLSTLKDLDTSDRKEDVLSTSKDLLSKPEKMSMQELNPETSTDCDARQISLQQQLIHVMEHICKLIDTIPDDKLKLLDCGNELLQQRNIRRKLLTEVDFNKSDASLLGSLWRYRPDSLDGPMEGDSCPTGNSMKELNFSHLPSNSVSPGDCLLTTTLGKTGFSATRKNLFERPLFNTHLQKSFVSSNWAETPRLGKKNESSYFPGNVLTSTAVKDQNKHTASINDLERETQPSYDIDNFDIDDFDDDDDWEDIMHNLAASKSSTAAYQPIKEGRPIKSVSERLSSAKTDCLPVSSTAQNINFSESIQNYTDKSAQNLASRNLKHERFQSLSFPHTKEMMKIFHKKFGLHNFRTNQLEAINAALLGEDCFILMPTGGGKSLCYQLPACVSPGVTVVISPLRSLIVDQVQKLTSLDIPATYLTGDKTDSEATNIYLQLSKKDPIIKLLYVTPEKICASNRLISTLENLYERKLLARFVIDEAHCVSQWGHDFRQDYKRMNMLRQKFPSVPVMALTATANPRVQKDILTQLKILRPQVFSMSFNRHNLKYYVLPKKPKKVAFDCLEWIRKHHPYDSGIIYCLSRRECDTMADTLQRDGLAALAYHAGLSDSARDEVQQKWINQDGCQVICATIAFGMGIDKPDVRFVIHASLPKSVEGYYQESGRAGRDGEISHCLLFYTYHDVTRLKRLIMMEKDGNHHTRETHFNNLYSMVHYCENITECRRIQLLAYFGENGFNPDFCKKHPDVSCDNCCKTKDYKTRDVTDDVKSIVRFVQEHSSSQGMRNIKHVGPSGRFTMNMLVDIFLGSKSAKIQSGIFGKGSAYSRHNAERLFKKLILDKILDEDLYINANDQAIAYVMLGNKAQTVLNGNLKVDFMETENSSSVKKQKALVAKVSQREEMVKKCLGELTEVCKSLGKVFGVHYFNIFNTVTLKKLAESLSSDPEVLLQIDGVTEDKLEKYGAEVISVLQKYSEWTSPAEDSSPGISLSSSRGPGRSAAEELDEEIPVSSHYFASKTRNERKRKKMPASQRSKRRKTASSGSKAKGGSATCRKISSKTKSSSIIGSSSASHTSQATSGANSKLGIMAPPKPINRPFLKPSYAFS
GRP78 ERSR act: qHTS for Inducers of the Endoplasmic Reticulum Stress Response (ERSR) in Human Glioma: qHTS; U87-MG GRP78 promoter luciferase reporter, 16 h; Potency, µM, without a hit: at the highest dose activation, hits mostly activators; actives 0.02% (n = 420,000); also: potency is read from the fitted curve at half-maximal effect; series mostly up to about 76 µM; % of control where 0% means no effect; nearly all actives have a fitted effect of over 35% in size
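ERSR induction read as luciferase luminescence (Bright-Glo, 10 min at room temperature) in stably transfected human U87-MG glioma cells exposed to compounds for 16 h, using GRP78 as sensor.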
Pol beta inh: qHTS Assay for Inhibitors of DNA Polymerase Beta | P06746 | Pol beta primer extension/strand displacement, fluorescence kinetic | Potency, µM (doses to about 114 µM), for inactives: at the highest dose activity change, negative = inhibition, usual class: inhibitors | actives 1.3% (n = 340,000) | AID 485314, 2010; also: potency is read from the fitted curve at half-maximal effect; % is scaled to controls: 0 for no effect and ±100 for the full control effect
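Pol beta (10 nM) was preincubated with compound for 15 min at room temperature. The reaction was then started with 50 nM substrate and read immediately and after a further 10 min at room temperature.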
* hit, by the source's call; ? = inconclusive; . = no result given; & = joins results of further samples; [ ] = remark or other dose. Unless noted, calls follow the shape of the dose curve; as a rule, active = well fitted curve in the direction sought with a large enough effect; inconclusive = small, poorly fitted or top-dose-only effect, or another doubt; inactive = no such curve, though single readings can be large; an effect the other way counts as inactive or inconclusive. An excerpt. The share of hits here may be higher or lower than overall.

SMILES	Apoferritin bind	LDHA block	APE1 inh	POLI inh	POLH inh	POLK inh	BLM helicase inh	GRP78 ERSR act	Pol beta inh
CCc1ccc(C(=O)NNC(=O)c2cc(S(=O)(=O)N(C)C)ccc2N2CCCC2)cc1	-15%	-4	27%	26%	-15%	1%	-3%	-3%	21%
O=C1C2C3C=CC(C3)C2C(=O)N1CCc1ccccc1 (centres undefined)	?	-3	3%	14%	-7%	-2%	-1%	3%	-1%
CC1(c2ccc(Cl)cc2)NC(=O)N(CC(=O)NC(=O)NCc2ccco2)C1=O (centres undefined)	-14%	-6	-2%	-7%	-5%	-12%	-4%	-1%	-4%
CC(C)C(=O)C1=Cc2cccc([N+](=O)[O-])c2OC1N1CCOCC1 (centres undefined)	.	1	60%[activator]	?	-10%	-11%	.	-2%	.
CC(=O)Nc1ccc(OS(=O)(=O)c2ccc(C)cc2C)cc1	-12%	-1	4%	14%	-20%	-7%	-4%	-8%	-21%
CCC(=O)Nc1nc(C)c(C(=O)NC2CCCCC2)s1	3%	-8	7%	2%	7%	-11%	3%	-1%	0%
CN(C)c1ccc(/C=N/NC(=O)COc2ccccc2)cc1	-13%	1	-3%	26%	-12%	-8%	-2%	3%	0%
CCOC(=O)N1CCC(NC(=O)CSc2cc(=O)n(C)c3ccccc23)CC1	-10%	-2	-7%	-1%	-5%	0%	5%	-1%	5%
Cc1ccc(CN(C)C(=O)c2cccc(S(=O)(=O)N3CCc4ccccc43)c2)cc1	.	2	17%	-30%	-19%	-8%	.	-5%	.
Cc1cc(N2CCCC2)nc2ccc(NC(=S)NCCCOC(C)C)cc12	-14%	-2	8%	22%	-15%	4%	2%	-4%	11%
CCOC(=O)c1c(NC(=O)c2ccoc2C)sc(C(=O)N(C)C)c1C	?	-3	?	?	?	-16%	0%	-3%	-22%
CN(C)/C=N/C(=S)Nc1ccc(F)cc1	-9%	-3	2%	-10%	-11%	5%	3%	3%	18%
CCCNC(=O)N1N=C(c2ccc(N)cc2)c2cc3c(cc2[C@H]1C)OCO3	.	.	-9%	.	.	-12%[19.4 µM]	-10%	-1%	.
CC(C)(C)C(=O)Oc1cc(N)n(S(=O)(=O)c2ccccc2)n1	5%	-4	15%	?	-4%	-2%	-5%	-6%	12%
COc1ccc(S(=O)(=O)N2CCC(N3CCN(Cc4ccc(F)cc4)C(=O)C3=O)CC2)cc1	1%	3	.	-22%	-4%	-13%[60.1 µM]	-1%	-4%	-8%
Cc1cc(C)n(CC(C)NCc2c(C(=O)N3CCOCC3)nc3c(C)cccn23)n1 (centres undefined)	0%	-3	11%	9%	-6%	9%	-1%	0%	22%
COc1ccc(CCNC(=O)c2nnn(CC(=O)Nc3ccccc3C)c2N)cc1OC	-8%	-9	-1%	?	?	-11%	-9%	-5%	20µM*
CN(C)S(=O)(=O)c1cc(NC(=O)C2=COCCO2)ccc1Cl	.	-11	17%	-18%	-8%	-12%	.	-1%	.
COc1ccccc1OCC(=O)NNC(=O)CCCC(=O)NNC(=O)COc1ccccc1OC	-10%	-1	12%	-17%	-7%	5%	-7%	-3%	26%
CCN(CC)S(=O)(=O)c1ccc2c(c1)N(CC(=O)NCCc1ccccc1)C(=O)CO2	-5%	-12	.	-12%	.	-12%	-5%	.	38%
COc1ccc(CNC(=O)CN2C(=O)COc3ccc(S(=O)(=O)N4CCCCC4)cc32)cc1	-9%&3%	-3&-8	2%	?	4%&-7%	-2%&-37%	-2%&2%	-5%&-2%	33%&-2%[activator]
COc1ccc(CNC(=O)c2cnc(N3CCCC3)nc2C)cc1	11%	-7	.	20%	.	-10%[60.1 µM]	3%	.	22%
Cc1cccc(NC(=O)C2CCCN(S(=O)(=O)c3ccc4c(c3)oc(=O)n4C)C2)c1C (centres undefined)	-1%	-12	.	4%	-15%	-14%	0%	-3%	6%
CCOc1c(C)cnc2c1c(=O)n(Cc1ccc(Cl)cc1)c(=O)n2C	-4%	2	38%	15%	-7%	5%	-4%	6%	-10%
CCCCOCC1CC(CC#CCN2CCCCC2)C(=O)O1 (centres undefined)	-4%	-12	-1%	-4%	-3%	-19%	-1%	-4%	2%
N#Cc1nc(/C=C/c2ccc(F)cc2)oc1N1CCCCCC1	611%[activator]	-10	.	-16%	-17%	-8%	-5%	1%	1%
COc1ccc(NC(=O)Cc2c(F)cccc2Cl)c(OC)c1	-4%	-2	-4%	8%	-23%	-9%	0%	-2%	-23%
CCOc1ccc(N(CC(N)=O)S(=O)(=O)c2ccc(F)cc2)cc1	-5%	-3	-3%	13%	-8%	1%	0%	-4%	-3%
CCC(=O)N=C1SC2CS(=O)(=O)CC2N1c1cccc(OC)c1 (centres undefined)	-5%	4	2%	18%	4%	-3%	-2%	-5%	2%
Cc1ccc(SCCC(=O)N/N=C/c2ccccc2O)cc1	-21%	0	14%	3%	-7%	1%	6%	-2%	-14%[57.1 µM]

Next section (two carried over from the part before).
SMILES	Apoferritin bind	LDHA block	APE1 inh	POLI inh	POLH inh	POLK inh	BLM helicase inh	GRP78 ERSR act	Pol beta inh
CCC(=O)N=C1SC2CS(=O)(=O)CC2N1c1cccc(OC)c1 (centres undefined)	-5%	4	2%	18%	4%	-3%	-2%	-5%	2%
Cc1ccc(SCCC(=O)N/N=C/c2ccccc2O)cc1	-21%	0	14%	3%	-7%	1%	6%	-2%	-14%[57.1 µM]
COc1ccccc1/C=C(\C#N)C(=O)NCC1CCCO1 (centres undefined)	16%	-5	.	-22%	-10%	-11%	-5%	0%	8%
C=CCN(C(C(=O)OC)C(C)C)S(=O)(=O)C=C (centres undefined)	-1%	.	0%	11%	.	4%	-2%	-4%	.
NC(=O)c1ccsc1NC(=O)COC(=O)c1cnccn1	.	-11	1%	79µM*	?	?	.	-1%	.
COc1ccc2cc(CN(Cc3cccnc3)Cc3nnnn3Cc3ccccc3)c(=O)[nH]c2c1	-17%	-6	-5%	40%[activator]	-6%	-1%	-9%	-5%	2%
CN(CC(=O)Nc1ccc(Cl)cc1F)S(=O)(=O)c1ccc2c(c1)n(C)c(=O)c(=O)n2C	2%	0	.	23%	-8%	-21%	-7%	-5%	-4%
OCc1cnc(SCc2ccccc2)n1Cc1ccccc1	-10%	-1	-2%	11%	-3%	11%	-1%	6%	?
Cc1ccc(-c2cc3ncc4c(n3n2)-c2cc(F)ccc2OC4)cc1	48%[activator]	-5	.	-6%	-6%	-11%	0%	1%	-19%
CC(C)(C)NS(=O)(=O)CC12CCC(CC1=O)C2(C)C (centres undefined)	-13%	-1	-1%	11%	0%	-10%	-2%	-5%	3%
CC(C)(C)n1ncc2c(=O)n(Cc3ccc(-c4ccccc4C#N)cc3)cnc21	.	.	12%	20%	.	13%	.	-1%	.
O=c1c2c([N+](=O)[O-])cc([N+](=O)[O-])cc2nc2ccccn12	?	5	0%	-6%	-5%	6%	1%	-4%	-4%
O=C(CCS(=O)(=O)c1ccc(F)cc1)Nc1nc(-c2ccccn2)cs1	7%	0	8%	?	-6%	-3%	-1%	-5%	29%
CC(=O)Nc1cccc(Oc2ccc3c(c2)C(=O)N(CCC(=O)O)C3=O)c1	10%	-4	-8%	-5%	-11%	7%	-7%	-2%	17%
Cc1cccc(NC(=O)N2CCC(c3nc4ccccc4o3)CC2)c1	-17%	-6	4%	5%[58.9 µM]	-8%	-6%	0%	-4%	11%
COc1ccccc1-n1c(SCC(=O)Nc2cccc(C(=O)O)c2)nnc1-c1ccccc1O	-8%	2	27%	4%	-2%	11%	-3%	-1%	8%

In the list so far, these have fluorine.
SMILES	Apoferritin bind	LDHA block	APE1 inh	POLI inh	POLH inh	POLK inh	BLM helicase inh	GRP78 ERSR act	Pol beta inh
CN(C)/C=N/C(=S)Nc1ccc(F)cc1	-9%	-3	2%	-10%	-11%	5%	3%	3%	18%
COc1ccc(S(=O)(=O)N2CCC(N3CCN(Cc4ccc(F)cc4)C(=O)C3=O)CC2)cc1	1%	3	.	-22%	-4%	-13%[60.1 µM]	-1%	-4%	-8%
N#Cc1nc(/C=C/c2ccc(F)cc2)oc1N1CCCCCC1	611%[activator]	-10	.	-16%	-17%	-8%	-5%	1%	1%
COc1ccc(NC(=O)Cc2c(F)cccc2Cl)c(OC)c1	-4%	-2	-4%	8%	-23%	-9%	0%	-2%	-23%
CCOc1ccc(N(CC(N)=O)S(=O)(=O)c2ccc(F)cc2)cc1	-5%	-3	-3%	13%	-8%	1%	0%	-4%	-3%
CN(CC(=O)Nc1ccc(Cl)cc1F)S(=O)(=O)c1ccc2c(c1)n(C)c(=O)c(=O)n2C	2%	0	.	23%	-8%	-21%	-7%	-5%	-4%
Cc1ccc(-c2cc3ncc4c(n3n2)-c2cc(F)ccc2OC4)cc1	48%[activator]	-5	.	-6%	-6%	-11%	0%	1%	-19%
O=C(CCS(=O)(=O)c1ccc(F)cc1)Nc1nc(-c2ccccn2)cs1	7%	0	8%	?	-6%	-3%	-1%	-5%	29%
